Assay outcomes (PubChem)
CXXC DNA block = qHTS Fluorescence Polarization Assay for Inhibitors of MLL CXXC domain - DNA interaction | MLL-CXXC / FITC-HOXA9 DNA fluorescence polarization | AID 2662, 2010 | Potency, µM (series often up to 115 µM), for the others: top-dose activity change, negative = inhibition, actives largely listed as inhibitors | 290,000 tested, 0.037% active | Histone-lysine N-methyltransferase 2A (Homo sapiens), Q03164; active means well fitted inhibition curve with a large enough effect in the polarisation, with a control signal flat, not every such curve was filed as active; inconclusive means small, poorly fitted or top-dose-only effect, or effect the other way, or a change in a side signal; inactive means no such curve, though single readings can be large or run the other way; the % refers to the polarisation; further: potency means the concentration at half of the fitted maximal effect
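Purified MLL-CXXC (added from a 7 uM solution) was preincubated 5 min at ambient with pinned compounds in 50 mM Tris-HCl pH 7.5, 50 mM NaCl, 1 mM DTT, 0.05% BSA. Fluorescein-labeled HOX-A9 DNA (50 nM solution) followed, 30 min, then polarization read.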
S-ASM inh = Inhibitors of Secretory Acid Sphingomyelinase (S-ASM): qHTS; Sphingomyelin phosphodiesterase (Homo sapiens), P17405; placental ASM, HMU-PC fluorogenic substrate, 60 min; Potency, µM (series often up to 57.5 µM), without a hit: at the top dose activity change, negative = inhibition, actives largely listed as inhibitors; 340,000 tested, 0.006% active; further: potency means the concentration at half of the fitted maximal effect
Target sequence (P17405 47-631 limits assumed): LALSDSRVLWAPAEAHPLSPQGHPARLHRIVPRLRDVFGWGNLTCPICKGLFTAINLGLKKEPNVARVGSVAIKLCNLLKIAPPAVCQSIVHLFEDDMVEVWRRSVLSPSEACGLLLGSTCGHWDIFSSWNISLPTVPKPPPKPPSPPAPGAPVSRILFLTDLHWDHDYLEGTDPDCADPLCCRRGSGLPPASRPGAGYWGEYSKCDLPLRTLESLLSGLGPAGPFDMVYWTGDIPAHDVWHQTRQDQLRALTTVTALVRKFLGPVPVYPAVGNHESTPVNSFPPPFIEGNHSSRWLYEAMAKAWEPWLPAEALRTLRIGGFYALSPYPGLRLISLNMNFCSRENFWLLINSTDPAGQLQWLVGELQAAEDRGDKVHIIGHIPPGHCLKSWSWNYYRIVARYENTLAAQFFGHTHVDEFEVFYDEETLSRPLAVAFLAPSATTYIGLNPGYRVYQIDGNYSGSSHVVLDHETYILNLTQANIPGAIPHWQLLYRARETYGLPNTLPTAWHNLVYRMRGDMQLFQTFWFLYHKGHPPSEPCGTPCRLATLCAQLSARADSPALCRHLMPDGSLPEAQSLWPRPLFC
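Human placenta-derived ASM preincubated with compound 10 min at room temperature, then reacted with 9 uM (final) fluorogenic HMU-PC substrate for 60 min at 37 C. Stop solution raises pH to 10; fluorescence read at Ex 386/Em 447 nm.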
TRPV1 agonist = HTS Assay for Compounds that Act as Agonists of the Vanilloid Receptor 1; 320,000 tested, 0.19% active; activation, % at 8.33 µM; AID 540275, 2011; TRPV1-expressing cells, Fluo-8 calcium influx, agonist mode; in the data active means activation above about 80%; inconclusive means between about 30% and that limit; further: 0% is about no effect
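Cells expressing TRPV1 were dye-loaded with Fluo-8 and read kinetically: 10 s baseline, 3 min after compound (agonist portion), then 2 min after EC20 capsaicin (allosteric enhancer portion). Calcium-bound dye fluorescence at 480/520 nm.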
A-T KAP1 phos = qHTS Assay for Identifying a Potential Treatment of Ataxia-Telangiectasia. […] A-T fibroblasts, KAP-1 phosphorylation AlphaLISA; neocarzinostatin DNA damage 30 min before lysis. Potency, µM (highest dose often 57.5 µM), inactives show at the highest dose activation, usual class: activators. 320,000 tested, 0.19% active. AID 485349, 2010; further: potency means the concentration at half of the fitted maximal effect; % of control where 0% means no effect; nearly all actives have a fitted effect of over 45% in size
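ATM-like activity read as KAP-1 phosphorylation via AlphaLISA donor/acceptor antibody pairs after lysis and 6 hr at 25C. Cells were ATM-null patient fibroblasts ([…], hTERT), dosed 60 min, then exposed to the DSB inducer NCS for 30 min.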
MBNL1-CUG inh = qHTS Assay for Inhibitors of MBNL1-poly(CUG) RNA binding; TR-FRET MBNL1-His/biotin-(CUG)12 binding, 665/545 ratio; Potency, µM (titrated, usually from 57.5 µM), without a hit: at the highest dose activity change, negative = inhibition, usual class: inhibitors; Muscleblind-like protein 1 (Homo sapiens), Q9NR56; AID 2675, 2010; 280,000 tested, 0.036% active; active means well fitted inhibition curve with a large enough effect in the signal ratio, with a control signal flat, not every such curve was filed as active; inconclusive means small, poorly fitted or top-dose-only effect, or effect the other way, or a change in a side signal; inactive means no such curve, though single readings can be large or run the other way; the % refers to the signal ratio; further: potency means the concentration at half of the fitted maximal effect; on the % scale 0 is the no-effect control and ±100 the full control effect
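TR-FRET between His-tagged MBNL1 and biotin-(CUG)12 RNA, detected with Tb anti-His antibody (0.055 ng/ul) and streptavidin-XL665 (5 nM), 60 min at room temperature. Compounds titrated 92 nM to 58 uM; 665/545 nm ratio normalized to buffer and complex controls.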
hERG WT inh = qHTS for Inhibitors of KCHN2 3.1: Wildtype qHTS. Voltage-gated inwardly rectifying potassium channel KCNH2 (Homo sapiens), Q12809. U2OS, BacMam KCNH2, thallium flux FluxOr; hits give low values. activity change, % at 1.84 µM. 340,000 tested, 0.37% active. AID 720551, 2013;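 active means maximum activity change below -70%; inconclusive means maximum activity change between -70% and -50%; inactive means maximum activity change above -50%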; further: on the % scale 0 is the no-effect control and ±100 the full control effect
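U2OS cells transduced with wild-type KCNH2 virus are loaded with FluxOr dye for 45 min, and thallium flux is measured in kinetic reads before and after stimulation buffer. Rate constants are normalized to DMSO controls.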
KCNH2 3.1 inh = qHTS for Inhibitors of KCHN2 3.1: Mutant qHTS | U2OS KCNH2 3.1, thallium flux FluxOr; hits give low values | activity change, % (tested at about 1.8 µM) | 340,000 tested, 0.95% active | AID 720553, 2013;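 active means maximum activity change below -70%; inconclusive means maximum activity change from -70% to -50%; inactive means maximum activity change above -50%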;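 further: thallium influx rate constant from kinetic fluorescence after stimulation buffer; on the % scale 0 is the no-effect control and ±100 the full control effect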
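Thallium flux via FluxOr fluorescence (Red40 quencher, 45 min loading) in U2OS cells virally expressing the KCNH2 3.1 isoform (1.77 x 10^8 /mL virus, overnight at 37 C). Rate constants from 2-min kinetic reads post-stimulation, normalised to positive and negative controls.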
FBPA coupling cs = qHTS Assay for Inhibitors of Fructose-1,6-bisphosphate Aldolase from Giardia Lamblia: Coupling assay counterscreen. 290,000 tested, 0.67% active. activity change, negative = inhibition, % at 58.2 µM, hits read low. coupling enzyme system counterscreen, AmpLite Red fluorescence. AID 2472, 2010; in the data active means activity change below about -30%; further: on the % scale 0 is the no-effect control and ±100 the full control effect
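Counterscreen lacking aldolase: glyceraldehyde-3-phosphate coupling-enzyme reagent preincubated 10 min at RT with compound (at 57.5 uM final), then substrate/coupling system with AmpLite Red added; fluorescence read at 525/598 nm after 20 min RT.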
GALK inh = qHTS Assay for Inhibitors of Human Galactokinase (GALK) | 270,000 tested, 0.007% active | Potency, µM (titrated, usually from 57.5 µM), inactives show at the top dose activity change, negative = inhibition, most hits filed as inhibitors | Purified GALK, Kinase-Glo residual ATP luminescence | AID 1868, 2009 | P51570; further: potency means the concentration at half of the fitted maximal effect; on the % scale 0 is the no-effect control and ±100 the full control effect
Target sequence (P51570 whole entry, looked up): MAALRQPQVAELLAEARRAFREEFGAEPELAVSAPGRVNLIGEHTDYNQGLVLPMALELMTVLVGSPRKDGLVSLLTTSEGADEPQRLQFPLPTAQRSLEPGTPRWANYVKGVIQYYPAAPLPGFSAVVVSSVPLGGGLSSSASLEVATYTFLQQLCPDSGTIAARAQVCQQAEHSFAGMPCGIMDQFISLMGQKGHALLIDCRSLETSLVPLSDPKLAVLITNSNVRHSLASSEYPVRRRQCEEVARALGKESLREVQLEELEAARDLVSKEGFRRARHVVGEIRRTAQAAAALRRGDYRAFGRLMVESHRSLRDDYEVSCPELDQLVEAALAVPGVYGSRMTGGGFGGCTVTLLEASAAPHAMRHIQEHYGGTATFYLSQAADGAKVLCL
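Quantitative HTS: GALK 5 nM, ATP 35 uM, galactose 100 uM, 1 h room temperature, then luciferase-based ATP detection.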
a7 integrin act = qHTS for Activators of Integrin-Mediated Alleviation for Muscular Dystrophy | 350,000 tested, 0.064% active | Potency, µM (top dose mostly 38.3 µM), without a hit: at the top dose activation, usual class: activators | alpha7betagal myoblasts, beta-gal FDG fluorescence, 48 h;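 further: potency means the concentration at half of the fitted maximal effect; 100% = response of the positive control SU9516; nearly all actives have a fitted effect of over 60% in size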
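alpha7betagal+/- myoblasts (passage 13, 250/well) treated 48 h at 37C with compounds at 1:260 dilution of DMSO stock. Lysed, then beta-galactosidase activity read as FDG fluorescence (ex 480/em 540) after 30 min, with pre-read for autofluorescence.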
* = called active by the depositor; ? = inconclusive; nt = no result given; [ ] = another dose, or the depositor's remark. Unless noted, the call rests on the fitted dose curve; in most records, active means well fitted curve in the direction sought with a large enough effect; inconclusive means small, poorly fitted or top-dose-only effect, or another doubt; inactive means no such curve, though single readings can be large; an effect the other way counts as inactive or inconclusive.

entry	molecule	CXXC DNA block	S-ASM inh	TRPV1 agonist	A-T KAP1 phos	MBNL1-CUG inh	hERG WT inh	KCNH2 3.1 inh	FBPA coupling cs	GALK inh	a7 integrin act
1	O=C(/C=C/c1cccc([N+](=O)[O-])c1)OCC(=O)c1ccccc1	2%	-3%	2	8%	?	3	-16	4	8%	10%
2	Cc1cccc(N(C(=O)c2cnc3n(c2=O)CCS3)C2CCCCC2)c1	2%	5%	3	4%	2%	47	12	7	0%	19%
3	O=C1CCCC2=C1C(c1ccsc1)CC(=O)N2c1ccccc1F (stereo not drawn)	7%	-2%	-2	2%	nt	-1	-3	1	0%	-7%
4	O=C(NC1CCCC1)C(c1ccco1)N(C(=O)c1ccco1)c1ccccc1 (stereo not drawn)	25%	4%	5	10%	0%	5	-13	4	-4%	-61%[inhibitor]
5	COc1cc2c(cc1OC)CN(CC(=O)NC(=O)NCc1ccco1)CC2	-3%	5%	25	4%	9%	4	10	-1	0%	-19%
6	O=C(CCc1nnc(Cc2ccc3c(c2)OCO3)o1)NCCc1ccccc1Cl	18%	3%	-3	2%	-2%	-12	8	nt	-3%	15%
7	CCN1CCN(c2sc(S(C)(=O)=O)nc2S(=O)(=O)c2ccc(Cl)cc2)CC1	1%	3%	11	10%	-3%	5	19	1	-4%	-61%[inhibitor]
8	O=C(O)c1ccc(N2C(=O)c3[nH]nc(-c4ccccc4)c3C2c2ccccc2)cc1 (stereo not drawn)	-6%	13%	0	-2%	-12%	9	8	-8	-3%	?
9	CN(C)S(=O)(=O)N1CCC(Oc2cccc(C(=O)NC3CCOC3)c2)CC1 (stereo not drawn)	4%	3%	-3	20%	7%	-8	4	nt	-5%	7%
10	CCOC(=O)n1c(O)c(N=NC(N)=S)c2cc(C)ccc21	-9%	-2%	-2	4%	7%	-8	10	2	4%	7%

Pulled by compound from the list above, five records:
entry	molecule	CXXC DNA block	S-ASM inh	TRPV1 agonist	A-T KAP1 phos	MBNL1-CUG inh	hERG WT inh	KCNH2 3.1 inh	FBPA coupling cs	GALK inh	a7 integrin act
1	O=C(/C=C/c1cccc([N+](=O)[O-])c1)OCC(=O)c1ccccc1	2%	-3%	2	8%	?	3	-16	4	8%	10%
9	CN(C)S(=O)(=O)N1CCC(Oc2cccc(C(=O)NC3CCOC3)c2)CC1 (stereo not drawn)	4%	3%	-3	20%	7%	-8	4	nt	-5%	7%
10	CCOC(=O)n1c(O)c(N=NC(N)=S)c2cc(C)ccc21	-9%	-2%	-2	4%	7%	-8	10	2	4%	7%
4	O=C(NC1CCCC1)C(c1ccco1)N(C(=O)c1ccco1)c1ccccc1 (stereo not drawn)	25%	4%	5	10%	0%	5	-13	4	-4%	-61%[inhibitor]
6	O=C(CCc1nnc(Cc2ccc3c(c2)OCO3)o1)NCCc1ccccc1Cl	18%	3%	-3	2%	-2%	-12	8	nt	-3%	15%

(next part)
entry	molecule	CXXC DNA block	S-ASM inh	TRPV1 agonist	A-T KAP1 phos	MBNL1-CUG inh	hERG WT inh	KCNH2 3.1 inh	FBPA coupling cs	GALK inh	a7 integrin act
11	CCN1C(Nc2ccccc2)=NC[C@@H]1C	1%	3%	4	9%	-9%	-6	1	-2	nt	-4%
12	Cc1cc([N+](=O)[O-])ccc1NCc1ccccc1[N+](=O)[O-]	6%	-7%	9	7%	9%	8	6	7	1%	-22%
13	N#Cc1ccc(C(=O)Nc2ccc([N+](=O)[O-])cc2)c(F)c1	-7%	-4%	?	4%	?	3	-4	6	1%	11%
14	CCN(CC)C(=O)c1ccc(COc2ccccc2Cl)o1	16%	-1%	30	7%	-4%	0	-3	0	-1%	23%
15	NS(=O)(=O)c1ccc(CNC(=O)Cc2cccs2)cc1	-2%	-4%	0	-10%	4%	-28	-2	3	3%	3%
16	O=C(CSc1nc2ncc(Cl)cc2[nH]1)Nc1ccccc1-c1ccccc1	3%	-9%	-4	5%	-4%	-14	12	-3	7%	0%
17	O=C(C[n+]1cc(-c2ccc(Cl)cc2)n2c1CCC2)Nc1nc(-c2ccccc2)cs1	57%[activator]	-11%	0	4%	10%	-2	17	-3	3%	-3%
18	CCCCC(=O)NC(=S)NNS(=O)(=O)c1ccccc1	30%	6%	4	2%	-12%	-10	3	-2	-1%	-8%
19	COc1ccc(C(CNC(=O)COc2ccccc2OC)N(C)C)cc1OC (stereo not drawn)	-6%	2%	-2	0%	-11%	-19	3	-2	4%	1%
20	CCOC(=O)/C(C#N)=C\c1c(C)cc(C)c(COC(C)=O)c1C	0%	-1%	5	-4%	-2%	0	1	0	1%	?

Next entries.
entry	molecule	CXXC DNA block	S-ASM inh	TRPV1 agonist	A-T KAP1 phos	MBNL1-CUG inh	hERG WT inh	KCNH2 3.1 inh	FBPA coupling cs	GALK inh	a7 integrin act
21	COc1ccc(S(=O)(=O)N(C)c2ccc(C(=O)NCc3ccco3)cc2)cc1	-17%	0%	-2	20%	4%	-7	-23	nt	-1%	-19%
22	Nc1nnc(CC(=O)N/N=C/c2ccccc2OCc2ccc(F)cc2)s1	-11%	-9%	7	-6%	4%	1	-8	1	nt	-38%
23	CCC1CCCCN1CCCn1c(=S)[nH]c2ccccc2c1=O (stereo not drawn)	14%	0%	3	0%	-10%	7	-8	3	0%	-30%
24	CCCN1CCC(NCC(C)c2ccccc2)CC1 (stereo not drawn)	-1%	2%	-1	0%	-3%	7	-3	0	-4%	-65%[inhibitor]
25	COc1ccc(NS(=O)(=O)c2cc(NC(=O)/C=C/c3cc(OC)c(OC)c(OC)c3)ccc2N2CCCCC2)cc1	0%	-8%	-2	-4%	27%	-3	2	1	nt	15%
26	CC1CCC(NC(=O)CNC(=O)c2cccs2)CC1 (stereo not drawn)	-12%	-3%	-2	-5%	-13%	-9	4	nt	-6%	25%
27	CCOC(=O)c1ccccc1C(=O)N1CCOCCOCCOCC1	18%	0%	3	-7%	-6%	7	-5	0	5%	4%
28	O=C(c1cc(-c2cccnc2)nc2ccccc12)N1CCN(S(=O)(=O)c2cccs2)CC1	nt	2%	0	19%	nt	2	-1	nt	nt	-16%
29	O=C(OCc1ccc(Cl)cc1Cl)c1cccnc1Cl	17%	-3%	-1	6%	-6%	-12	22	nt	2%	1%
30	Cc1noc(C)c1S(=O)(=O)Nc1ccc(C(=O)O)cc1	-5%	7%	-5	1%	-4%	0	-7	0	-1%	6%

Additional results.
entry	molecule	CXXC DNA block	S-ASM inh	TRPV1 agonist	A-T KAP1 phos	MBNL1-CUG inh	hERG WT inh	KCNH2 3.1 inh	FBPA coupling cs	GALK inh	a7 integrin act
31	Cc1n[nH]c(C)c1Sc1ccccc1N	9%	12%	-2	6%	2%	6	-15	-3	-2%	12%
32	O=C1c2ccccc2C(=O)N1CCc1nc(-c2ccc(Cl)cc2)no1	13%	-1%	4	nt	14%	-1	21	-4	2%	-13%
33	CN(CCc1ccccn1)C(=O)c1cccnc1Oc1ccc(Cl)cc1	-9%	1%	3	0%	-11%	2	5	-1	-4%	-13%
34	CCOC(=O)Cc1csc(NC(=O)CSc2nnnn2-c2ccc(CC)cc2)n1	2%	-4%	1	4%	-6%	1	-43	0	2%	-11%
35	CCCn1c(N)c(N(CCOC)C(=O)Cc2ccc(S(=O)(=O)N3CCOCC3)s2)c(=O)[nH]c1=O	nt	16%	3	-9%	nt	-3	-12	nt	nt	42%
36	COc1ccccc1NS(=O)(=O)c1ccc(O)c(C(=O)OCC(=O)N2c3ccccc3CC2C)c1 (stereo not drawn)	-3%	1%	-1	1%	-4%	-15	44	0	7%	?
